# KCNH2 WT inh: inhibitors of human wildtype KCNH2 potassium channel. activity change, % at 1.84 µM. U2OS, BacMam KCNH2, thallium flux FluxOr; active compounds read low. 0.37% of 340,000 active. AID 720551. Q12809;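 active means maximum activity change below -70%; inconclusive means maximum activity change between -70% and -50%; inactive means maximum activity change above -50%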; further: on the % scale 0 is the no-effect control and ±100 the full control effect
#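 U2OS cells were transduced with wild-type KCNH2 virus (2.03 x 10^8 / mL) for 4 h at room temperature, then cultured overnight at 37 C. Thallium flux was read with FluxOr dye. Rate constants were normalized to DMSO controls.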
# GALK inhibitor: blocks human galactokinase activity. Potency, µM (highest dose often 57.5 µM), without a hit: at the top dose activity change, negative = inhibition, hits mostly inhibitors. 0.007% of 270,000 active. Purified GALK, Kinase-Glo residual ATP luminescence. P51570; further: potency means the concentration at half of the fitted maximal effect; on the % scale 0 is the no-effect control and ±100 the full control effect
# Target sequence (P51570 whole entry, looked up): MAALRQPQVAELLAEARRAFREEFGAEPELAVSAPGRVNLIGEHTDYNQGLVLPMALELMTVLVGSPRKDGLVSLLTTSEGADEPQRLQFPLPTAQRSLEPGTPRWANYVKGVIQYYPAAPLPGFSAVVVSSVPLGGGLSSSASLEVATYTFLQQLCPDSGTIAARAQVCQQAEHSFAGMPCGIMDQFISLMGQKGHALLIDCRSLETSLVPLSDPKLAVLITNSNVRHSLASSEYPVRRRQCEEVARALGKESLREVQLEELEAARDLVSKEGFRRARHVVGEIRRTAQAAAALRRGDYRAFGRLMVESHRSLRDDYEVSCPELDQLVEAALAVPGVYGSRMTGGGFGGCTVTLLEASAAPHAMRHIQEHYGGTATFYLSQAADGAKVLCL
#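 Kinase-Glo Plus luminescence measured ATP left after a 1 h room-temperature reaction. The reaction used 5 nM GALK, 100 uM galactose and 35 uM ATP at pH 8.0 (20 mM HEPES, 5 mM MgCl2, 60 mM NaCl, 1 mM DTT, 0.01% BSA).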
# A-T KAP1 phos: potential ataxia-telangiectasia treatments restoring KAP-1 phosphorylation | […] A-T fibroblasts, KAP-1 phosphorylation AlphaLISA; neocarzinostatin DNA damage 30 min before lysis | Potency, µM (highest dose often 57.5 µM), for inactives: at the highest dose activation, usual class: activators | 0.19% of 320,000 active; further: potency means the concentration at half of the fitted maximal effect; % of control where 0% means no effect; nearly all actives have a fitted effect of over 45% in size
#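 ATM-like activity read as KAP-1 phosphorylation via AlphaLISA donor/acceptor antibody pairs after lysis and 6 hr at 25C. Cells were ATM-null patient fibroblasts ([…], hTERT), dosed 60 min, then exposed to the DSB inducer NCS for 30 min.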
# S-ASM inh: human S-ASM enzyme inhibition | P17405 | placental ASM, HMU-PC fluorogenic substrate, 60 min | Potency, µM (top dose mostly 57.5 µM), for the others: at the top dose activity change, negative = inhibition, hits mostly inhibitors | 0.006% of 340,000 active | AID 504937; further: potency means the concentration at half of the fitted maximal effect
#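 Steps: dispense placental human ASM, pin compound, wait 10 min at room temperature, add HMU-PC0 substrate at 9 uM final, incubate 60 min at 37 °C, add stop solution raising pH to 10, read fluorescence.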
# a7 integrin act: integrin-mediated muscular dystrophy alleviation activation. alpha7betagal myoblasts, beta-gal FDG fluorescence, 48 h. Potency, µM (doses to about 38.3 µM), inactives show top-dose activation, most hits filed as activators. 0.064% of 350,000 active. AID 624291;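 further: potency means the concentration at half of the fitted maximal effect; 100% = response of the positive control SU9516; nearly all actives have a fitted effect of over 60% in size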
#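 alpha7betagal+/- myoblasts (passage 13, 250/well) treated 48 h at 37C with compounds at 1:260 dilution of DMSO stock. Lysed, then beta-galactosidase activity read as FDG fluorescence (ex 480/em 540) after 30 min, with pre-read for autofluorescence.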
# MLL CXXC-DNA inh: inhibitors of human MLL CXXC domain-DNA interaction; MLL-CXXC / FITC-HOXA9 DNA fluorescence polarization; Q03164; Potency, µM (highest dose often 115 µM), without a hit: at the top dose activity change, negative = inhibition, most hits filed as inhibitors; 0.037% of 290,000 active; active means well fitted inhibition curve with a large enough effect in the polarisation, with a control signal flat, not every such curve was filed as active; inconclusive means small, poorly fitted or top-dose-only effect, or effect the other way, or a change in a side signal; inactive means no such curve, though single readings can be large or run the other way; the % refers to the polarisation; further: potency means the concentration at half of the fitted maximal effect
#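 Fluorescence polarization: 7 uM MLL-CXXC (stock) preincubated 5 min with compounds, then 50 nM fluorescein-HOX-A9 DNA (stock) added; 30 min ambient. Buffer 50 mM Tris-HCl pH 7.5, 50 mM NaCl, 1 mM DTT, 0.05% BSA.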
# TRPV1 agonist: activates the human vanilloid receptor TRPV1; Q8NER1; TRPV1-expressing cells, Fluo-8 calcium influx, agonist mode; activation, % at 8.33 µM; 0.19% of 320,000 active; in the data active means activation above about 80%; inconclusive means between about 30% and that limit; further: 0% is about no effect
#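 Fluo-8 calcium influx in TRPV1-expressing cells, kinetic read (ex 480/em 520 nm). Compound added and read 3 min for agonist activity, followed by capsaicin at EC20 final and 2 min further read for enhancement.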
# KCNH2 3.1 inh: KCNH2 3.1 (human) potassium channel inhibition; activity change, % (tested at about 1.8 µM); AID 720553; 0.95% of 340,000 active; U2OS KCNH2 3.1, thallium flux FluxOr; active compounds read low;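 active means maximum activity change below -70%; inconclusive means maximum activity change from -70% to -50%; inactive means maximum activity change above -50%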;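 further: thallium influx rate constant from kinetic fluorescence after stimulation buffer; on the % scale 0 is the no-effect control and ±100 the full control effect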
#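 Kinetic fluorescence (2 min after stimulation buffer) measures Tl+ influx through KCNH2 3.1 expressed by viral transduction in U2OS cells; the rate constant is normalized against DMSO controls serving as positive and negative references.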
# MBNL1 CUG block: inhibitors of human MBNL1 binding to CUG repeat RNA; Q9NR56; TR-FRET MBNL1-His/biotin-(CUG)12 binding, 665/545 ratio; Potency, µM (highest dose often 57.5 µM), inactives show top-dose activity change, negative = inhibition, most hits filed as inhibitors; 0.036% of 280,000 active; AID 2675; active means well fitted inhibition curve with a large enough effect in the signal ratio, with a control signal flat, not every such curve was filed as active; inconclusive means small, poorly fitted or top-dose-only effect, or effect the other way, or a change in a side signal; inactive means no such curve, though single readings can be large or run the other way; the % refers to the signal ratio; further: potency means the concentration at half of the fitted maximal effect; on the % scale 0 is the no-effect control and ±100 the full control effect
# Target sequence (Q9NR56 whole entry, looked up): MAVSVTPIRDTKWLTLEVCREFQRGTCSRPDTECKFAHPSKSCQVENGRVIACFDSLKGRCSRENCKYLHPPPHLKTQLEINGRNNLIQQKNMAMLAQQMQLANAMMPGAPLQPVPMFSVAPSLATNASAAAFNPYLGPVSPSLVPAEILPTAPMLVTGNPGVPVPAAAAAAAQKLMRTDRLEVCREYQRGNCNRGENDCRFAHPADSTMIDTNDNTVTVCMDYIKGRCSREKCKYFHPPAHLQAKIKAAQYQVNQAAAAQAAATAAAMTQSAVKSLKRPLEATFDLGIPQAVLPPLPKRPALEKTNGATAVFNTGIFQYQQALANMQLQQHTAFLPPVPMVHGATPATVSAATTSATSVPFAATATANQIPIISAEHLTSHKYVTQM
#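 His-tagged MBNL1 binding to biotinylated (CUG)12 RNA was measured by TR-FRET using terbium anti-His antibody (0.055 ng/ul final) and streptavidin-XL665 (5 nM final). Compounds were titrated 92 nM to 58 uM; 60 min at room temperature.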
# Coupling enz: counter-screen for Giardia aldolase inhibitors: coupling enzyme system. AID 2472. coupling enzyme system counterscreen, AmpLite Red fluorescence. activity change, negative = inhibition, % at 58.2 µM, hits read low. 0.67% of 290,000 active; in the data active means activity change below about -30%; further: on the % scale 0 is the no-effect control and ±100 the full control effect
#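 Activity here indicates interference with the coupling reaction, not aldolase inhibition. Compounds at 57.5 uM final met coupling enzymes for 10 min at RT; substrate and AmpLite Red detection followed, with a 525/598 nm fluorescence read after 20 min.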
# The depositor's hits bear a star; ? = inconclusive; nt = not tested or not shown; [ ] = another dose, or the depositor's remark. Unless noted, the call rests on the fitted dose curve; in most records, active means well fitted curve in the direction sought with a large enough effect; inconclusive means small, poorly fitted or top-dose-only effect, or another doubt; inactive means no such curve, though single readings can be large; an effect the other way counts as inactive or inconclusive.
# Every second line gives: KCNH2 WT inh, GALK inhibitor, A-T KAP1 phos, S-ASM inh, a7 integrin act, MLL CXXC-DNA inh, TRPV1 agonist, KCNH2 3.1 inh, MBNL1 CUG block, Coupling enz
CCOC(=O)C1(CCOc2ccccc2)CCN(Cc2cccc(O)c2)CC1
→ 29, -2%, -1%, 6%, -38%, 1%, 8, ?, -3%, -1
CCN1C(=O)CC(c2cccnc2)=Nc2ccccc21
→ 5, 0%, 3%, 7%, -4%, -2%, 0, 7, 10%, 3
c1ccc(/N=C2\N=C(Nc3ccccn3)c3ccccc32)nc1
→ 0, nt, nt, 0%, -52%[inhibitor], nt, nt, -4, nt, nt
Cc1csc(=N)n1Cc1ccccc1
→ -3, 2%, 0%, 5%, -3%, -6%, -1, -14, nt, 0
NS(=O)(=O)c1ccc(N2CCNCC2)cc1
→ -1, 2%, -1%, 3%, 11%, 20%, -3, 4, -4%, 3
COc1ccc([N+](=O)[O-])cc1CSc1ccccn1
→ -2, -1%, 1%, 9%, -15%, ?, 20, 8, ?, -4
CCOc1ccccc1Oc1coc2cc(OC(=O)c3ccco3)ccc2c1=O
→ 9, -5%, 3%, 66%[activator], -11%, 154%[activator], 1, -11, 7%, 1
COP(=O)(OC)C(Nc1ccccn1)c1ccccc1 (centres undefined)
→ 37, 1%, 2%, -1%, -13%, 11%, 3, nt, -25%, -1
CCn1ccnc1CN1CCCC(C(=O)c2ccc(SC)cc2)C1 (centres undefined)
→ 42, 1%, 11%, 5%, 0%, -1%, -6, -25, -27%, 4
O=S(=O)(c1ccc(Cl)cc1Cl)N1CCCC1c1cccnc1 (centres undefined)
→ -4, -2%, -1%, 3%, 23%, -9%, 1, 10, -14%, 5
O=C(CCN1CC1)OCCOC(=O)CCN1CC1
→ 3, nt, nt, 2%, -29%, nt, nt, -9, nt, nt
CCN1CCN(S(=O)(=O)c2ccc(Cl)nc2)CC1
→ 8, 0%, -3%, -2%, 1%, 4%, 1, 1, -7%, 4
O=C(C(=O)N1CCOCC1)c1cn(Cc2ccc(F)cc2)c2ccccc12
→ 1, -1%, 3%, -3%, -5%, 2%, 19, -7, -8%, -1
O=C(CCn1c(=O)oc2ccccc21)N1CCC2(CC1)OCCO2
→ 0, 0%, 0%, 4%, -6%, -5%, -1, 2, -11%, -1
CC(C)(C)c1ccc(CSc2cnn(C(C)(C)C)c(=O)c2Cl)cc1
→ -4, -2%, 7%, -7%, 9%, ?, 7, -9, 2%, 0
CCOC(=O)c1c(/N=C/C2C(=O)NC(=S)NC2=O)sc(C)c1C
→ nt, 6%, -1%, nt, nt, ?, 0, nt, 11%, -10
COc1cccc(N2C(=O)NC(=O)/C(=C/c3ccc4c(c3)Cc3ccccc3-4)C2=O)c1
→ -2, 6%, -6%, -4%, -1%, -26%, 0, 4, 10%, 3
c1ccc(C(c2ccccc2)c2cccnc2)cc1
→ -7, nt, nt, -2%, -3%, nt, nt, 4, nt, nt
Cc1ccccc1CN1CCN(C(=O)Cc2ccccc2)CC1
→ -15, -1%, 5%, -1%, ?, -5%, 4, -5, -1%, 3
O=C1NC(=O)C(Cc2ccccc2)C(=O)N1
→ 3, nt, nt, 2%, 13%, nt, nt, 4, nt, nt
Cc1nn(C(C)(C)C)c(C)c1/C=N/OC(=O)Nc1ccc(Cl)cc1
→ -2, nt, 11%, -18%, ?, 7%, -2, -4, -6%, 0
CCOC(=O)c1c(/N=C/C2C(=O)NC(=S)NC2=O)sc2c1CCC2
→ 7, -1%, 1%, -5%, 15%, ?, 3, -15, nt, -1
Cc1ccc(NC(=O)N2CC2)cc1NC(=O)N1CC1
→ -2, nt, nt, -1%, 0%, nt, nt, -6, nt, nt
O=C(N/N=C\C1C(=O)NC(=S)N(c2ccccc2)C1=O)c1ccc(O)cc1 (centres undefined)
→ -5, -4%, -7%, 1%, 7%, 0%, ?, 4, 142%[activator], -1
CN1CCC(N(C)c2nc(-c3ccccc3)nc3ccccc23)CC1
→ 24, 1%, -12%, 7%, -57%[inhibitor], -5%, 1, -40, 0%, -1
NP(=O)(OCC(F)(F)F)Oc1ccccc1 (centres undefined)
→ 4, nt, nt, 10%, 22%, nt, nt, -13, nt, nt
O=C(NC(=C(Cl)Cl)P(=O)(c1ccccc1)c1ccccc1)c1ccccc1
→ 0, 1%, 2%, 0%, -10%, -4%, 4, 9, nt, 2
COc1cc(C2SCC(=O)Nc3c2c(C)nn3-c2ccccc2)cc(OC)c1OC (centres undefined)
→ 4, 0%, -1%, 2%, -10%, 5%, -2, 0, -4%, 9
C=CCn1c(O)c(/C=C2\C=Nc3ccccc32)c(=O)[nH]c1=O
→ 2, nt, -3%, -3%, -3%, -20%, -5, -3, 1%, 0
COc1ccc(-n2c(O)c(/C(C)=N/Nc3ccccc3)c(=O)[nH]c2=O)cc1
→ -1, 6%, -3%, -13%, -3%, 3%, 0, 0, nt, 1
CC1CC=CCC12C(=O)NC(=S)NC2=O (centres undefined)
→ 3, nt, nt, 4%, 25%, nt, nt, 11, nt, nt
NS(=O)(=O)c1ccc(-c2ccc(C=C3C(=O)NC(=S)NC3=O)o2)cc1
→ nt, nt, -8%, nt, nt, -1%, -1, nt, 24%, 0
CN1C(=O)C(=Cc2cccnc2)C(=O)N(C)C1=O
→ -6, 6%, -1%, 4%, -2%, -29%, -1, 22, -3%, 4
CCn1ccnc1CN1CCCC(C(=O)c2cccc(C(F)(F)F)c2)C1 (centres undefined)
→ 27, -1%, 11%, 1%, 3%, -5%, 0, 5, -7%, 1
Cc1ccc2[nH]c(C)c(CCNCc3cccnc3)c2c1
→ 1, -3%, -2%, -6%, 0%, 35%[activator], -3, -5, 6%, 0
COC(=O)C1=C(c2ccc(OC(F)(F)F)cc2)C[C@@H]2CC[C@H]1N2C(=O)NC1CC1
→ 1, nt, 14%, -5%, 10%, nt, 1, 10, nt, nt
CN(C)CC(C(=O)Cc1ccccc1)c1ccccc1 (centres undefined)
→ 2, nt, nt, 2%, -72%[inhibitor], nt, nt, -6, nt, nt
COc1ccc2c(c1)C(NC(C)=O)CCc1cc(OC)c(OC)c(OC)c1-2 (centres undefined)
→ 37, nt, nt, 1%, 14%, nt, nt, -13, nt, nt
COc1ccc(CC(C)NC2CCCCCC2)cc1 (centres undefined)
→ -3, -6%, -1%, 4%, -14%, 12%, -4, 8, -8%, 5
NCCCCCC(=O)OC1N=C(c2ccccc2Cl)c2cc(Br)ccc2NC1=O (centres undefined)
→ -13, -2%, 5%, -3%, -6%, 4%, -2, 19, -3%, -3
CC(=O)c1cc(C#N)c(N2CCN(C)CC2)nc1C
→ 7, 1%, -2%, 4%, 20%, 25%, 2, -18, 0%, -1
CCN1C(=O)NC(=O)C2(CCCC2)C1=O
→ 18, nt, nt, 0%, -37%, nt, nt, -2, nt, nt
Oc1ccc(Cl)cc1CN1CCN(Cc2ccccc2)CC1
→ -1, -2%, 2%, 0%, -11%, -12%, 4, -16, 2%, -1
C[C@]12CC[C@H](O)CC1=CCC1C2CC[C@@]2(C)C1C[C@@H](O)[C@@H]2O (some centres undefined)
→ 1, nt, 1%, 1%, 16%, nt, nt, 1, nt, nt
O=C(CN1CCCCC1)c1ccc2c(c1)OCO2
→ 4, -2%, -7%, -3%, 18%, 7%, 1, 0, -11%, -1
CCOc1ccc(CN2CCN(C(=O)Cc3ccccc3)CC2)cc1
→ -7, -3%, -2%, 3%, 13%, 2%, 1, 0, 4%, -1
NC(N)=S
→ 9, nt, -51%[inhibitor], 0%, nt, nt, nt, 7, nt, nt

# These rows are one share of the data; rates above refer to the full screens.
